HTR5A ag ctr – HTR5A agonism, opioid heterodimer counter-screen; 0.61% of 340,000 active; activation, % at 9.3 µM; HTR5A agonist assay, luminescence, cell-based; in the data active means activation mostly above about 9.5%, no sharp cut-off; inactive means mostly below about 7.6%;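 further: 0% = cells with vehicle only and 100% = reference agonist; strong numbers were not always called active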
Target sequence (P47898 whole entry, looked up): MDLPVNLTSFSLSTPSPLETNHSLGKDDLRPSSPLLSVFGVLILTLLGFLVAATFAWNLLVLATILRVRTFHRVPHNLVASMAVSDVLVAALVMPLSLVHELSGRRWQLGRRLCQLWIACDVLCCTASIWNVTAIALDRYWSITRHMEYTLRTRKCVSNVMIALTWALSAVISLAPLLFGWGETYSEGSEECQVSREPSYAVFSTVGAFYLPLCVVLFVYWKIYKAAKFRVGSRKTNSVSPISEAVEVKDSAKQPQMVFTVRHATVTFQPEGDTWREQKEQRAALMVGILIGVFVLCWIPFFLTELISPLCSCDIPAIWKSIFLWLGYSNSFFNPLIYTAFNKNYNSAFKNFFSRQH
PKA-R2B activ – activators of human PKA-R2B complex; PKA-R2B holoenzyme dissociation, Cy5-IP20 fluorescence polarization; R2B truncated from residue 108, S112A mutant; 0% DMSO only, 100% 113 µM cGMP; activation, % at 11.4 µM; 0.079% of 340,000 active; AID 504700;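 active means activation above a cutoff set at the mean over all compounds plus 3 SD, cut at about 18% in these data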;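 further: higher means more holoenzyme dissociation and a rise in polarization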
V-ATPase pH – regulators of yeast V-ATPase proton transport. S. cerevisiae, pHLuorin cytosolic pH fluorescence. 0.37% of 350,000 active. response, % at 10 µM; in the data active means response mostly above about 7.3%, no sharp cut-off; inactive means mostly below about 5.4%; further: actives read high; inactives centre near 0; some compounds called inactive have numbers as strong as hits; reference of the scale not given here
DSG3 Ab inh – human desmoglein-3 autoantibody binding inhibition; P32926; DSG3-coupled beads, scFv-anti-DSG3-GFP binding, flow cytometry; active compounds read low; binding (percent of control), % at 10 µM; 0.48% of 310,000 active;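 active means binding more than 3 SD below its plate's average and above zero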;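 further: hits lower antibody fragment binding to DSG3; some compounds called inactive have numbers as strong as hits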
PKA-R1A act – activates the PKA-R1A holoenzyme complex; 0.083% of 340,000 active; activation, % at 11.4 µM; PKA-R1A dissociation, Cy5-IP20 fluorescence polarization; scaled: DMSO 0%, 113 µM cGMP 100%; AID 504707;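 active means percent activation above the mean of all tested compounds plus 3 SD, cut at about 19% in these data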;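 further: higher means more PKAc released from R1A so a rise in polarization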
DAGLB inhibitor – diacylglycerol lipase beta (human) inhibition. Q8NCG7. HEK293T DAGLB membrane lysate, EnzChek fluorogenic substrate. inhibition, % at 5.17 µM. 0.059% of 340,000 active; in the data active means inhibition above about 34%;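 further: 0% = enzyme with vehicle and 100% = wells lacking enzyme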
Target sequence (Q8NCG7 whole entry, looked up): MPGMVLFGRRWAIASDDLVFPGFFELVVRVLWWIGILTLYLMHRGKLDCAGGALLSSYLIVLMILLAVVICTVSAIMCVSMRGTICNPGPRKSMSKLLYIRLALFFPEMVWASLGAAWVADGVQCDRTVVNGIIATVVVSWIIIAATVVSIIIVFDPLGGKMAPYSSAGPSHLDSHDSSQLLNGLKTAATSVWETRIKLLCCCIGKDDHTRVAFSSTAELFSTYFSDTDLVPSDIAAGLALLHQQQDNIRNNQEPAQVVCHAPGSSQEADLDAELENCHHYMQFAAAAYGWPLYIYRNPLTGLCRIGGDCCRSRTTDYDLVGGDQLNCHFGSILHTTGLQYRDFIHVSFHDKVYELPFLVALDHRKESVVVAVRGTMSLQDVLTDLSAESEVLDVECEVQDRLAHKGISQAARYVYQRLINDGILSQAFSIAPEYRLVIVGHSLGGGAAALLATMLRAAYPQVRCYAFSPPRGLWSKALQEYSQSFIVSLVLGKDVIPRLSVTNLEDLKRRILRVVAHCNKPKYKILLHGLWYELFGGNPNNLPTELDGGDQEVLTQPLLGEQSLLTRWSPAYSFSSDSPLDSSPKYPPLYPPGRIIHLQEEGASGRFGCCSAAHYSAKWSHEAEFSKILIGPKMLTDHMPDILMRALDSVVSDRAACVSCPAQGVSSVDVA
HTR5A inv ctr – HTR5A inverse agonism, opioid heterodimer counter-screen | AID 504634 | HTR5A cell line, luminescence | P47898 | inhibition, % at 9.3 µM | 0.083% of 340,000 active; in the data active means inhibition mostly above about 23%, no sharp cut-off; inactive means mostly below about 18%;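 further: 0% = cells with DMSO and 100% = no-cell wells with DMSO; some compounds called inactive have numbers as strong as hits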
MOR-DOR ag – agonists of human mu-delta opioid receptor heterodimerization; AID 504326; cells, OPRM1-OPRD1 heterodimerization, luminescence; activation, % at 9.3 µM; P35372+P41143; 0.3% of 340,000 active; in the data active means activation above about 18%;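 further: 0% = vehicle-treated cells and 100% = reference agonist; values of inactives mirror those of a sister screen read the other way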
Arrestin-AP2 inh – human beta-arrestin and AP2 interaction inhibition; FITC-arrestin peptide / GST-AP2 beads, flow cytometry; AP2 beta2 appendage carries R879A mutation; inhibition, % at 10 µM; 0.31% of 340,000 active;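 active means inhibition above a set limit, near 3 SD of compounds lacking own fluorescence, cut at about 54% in these data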;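 further: plate controls were DMSO wells for no effect and 5 µM unlabelled arrestin peptide for full effect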
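Material – AP2 appendage R879A on GSH beads · Buffer or medium – PBS with 0.05% Tween 20 and 0.1% BSA · Probe or stimulus – fluorescein-tagged arrestin peptide at 50 nM final · Incubation – compound with beads 12 min RT, then probe 1 h RT · Detection – high-throughput flow cytometry of beads, ex 488, em 535 nm · Evaluation – percent response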
MOR-DOR inv ag – mu-delta opioid heterodimer inverse agonism; cell-based MOR-DOR heterodimer luminescence; inhibition, % at 9.3 µM; P35372+P41143; 0.21% of 340,000 active; AID 504357; in the data active means inhibition above about 22%, passing the limit was not always enough;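 further: 0% = cells with DMSO and 100% = wells without cells with DMSO; values of inactives mirror those of a sister screen read the other way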
Starred values were filed as active, the others as inactive; . = not tested or not shown.

SMILES	HTR5A ag ctr	PKA-R2B activ	V-ATPase pH	DSG3 Ab inh	PKA-R1A act	DAGLB inhibitor	HTR5A inv ctr	MOR-DOR ag	Arrestin-AP2 inh	MOR-DOR inv ag
O=C(COC(=O)c1cccc([N+](=O)[O-])c1)NCC1CCCO1 (stereo not drawn)	-1	-4	-2	115	-4	-1	4	-2.9	6	13
CCc1nc(Nc2ccccc2F)c2oc3ccccc3c2n1	3	-4	-4	98	-2	-13	-10	6.1	3	-31
CC(C)n1c(=O)[nH]c(=O)n1C(C)C	2	-6	-1	130	-8	-2	-9	-3.5	38	18
NS(=O)(=O)c1ccc(NS(=O)(=O)c2ccc(C3CNC(=O)C3)cc2)cc1 (stereo not drawn)	7	1	3	.	9	-5	-20	0.2	5	-1
CC(=O)c1ccc(N2CCN(CC(=O)Nc3ccccc3C(=O)NC3CC3)CC2)c(F)c1	-2	-16	-2	103	-16	-1	8	-2.0	-11	10
CCCc1nnc(NC(=O)CN2C(=O)C3C4C=CC(C4)C3C2=O)s1 (stereo not drawn)	4	-13	-1	107	0	-1	-12	-2.1	6	13
COc1cc(/C=C2\SC(=O)N(CCNC(=O)c3cnc(C)cn3)C2=O)cc(OC)c1OC	-2	-2	2	103	-5	0	-8	-3.2	6	15
COC(=O)c1nnn(-c2ccc(F)c(Cl)c2)c1C(=O)OC	0	-1	-1	122	6	0	-1	1.4	2	-9
CCN(CC)C(=O)Oc1ccc(NC(C)=O)cc1	-2	-10	1	95	-2	0	6	-2.8	11	15
CCOC(=O)C(C(=O)NCc1cccc(OC)c1)c1ncc(C(F)(F)F)cc1Cl (stereo not drawn)	-5	-6	0	98	-11	-2	20	-0.7	1	3
Nc1ncnc(NCc2ccccc2)c1[N+](=O)[O-]	0	4	-5	85	-12	-1	1	0.1	-4	-1
COc1ccc(C2N=C(Nc3ccc(C)cc3)Nc3nc(C)cc(=O)n32)cc1 (stereo not drawn)	-2	-1	-4	97	0	-3	-2	-0.8	32	5
Cc1cc(-c2ccccc2)c2c(=O)n(-c3ccccc3)[nH]c2n1	-2	4	1	94	-5	3	28	-2.5	-4	13
COC(C[C@@H]1O[C@@H]1C(=O)[C@@H](C)OCc1ccccc1)OC	-10	-7	-4	104	-7	-1	26	-2.9	-7	16
CSc1nc2nc(C)c(CCC(=O)OCC(=O)Nc3ccc(F)cc3)c(C)n2n1	7	3	5	102	0	-3	-18	-0.1	36	1
CC(C)CC(=O)Nc1ccnc(-c2ccncc2)n1	6	-3	1	83	-15	-3	10	-2.4	-4	15
O=C(O)c1cccc(N/N=C/c2cn(-c3ccccc3)nc2-c2cccs2)c1	5	17	-2	93	-7	2	-14	-0.2	-7	1
COc1ccc(Cc2nnc(NC(=O)C3CCCO3)s2)cc1OC (stereo not drawn)	-1	4	-3	.	-5	4	8	0.6	24	-4
O=C(CSc1nnnn1C1CCCC1)NCCc1ccccc1	1	11	-1	94	2	0	-18	-2.1	22	11
COc1ccc(C(=O)NCC2CCCO2)cc1 (stereo not drawn)	2	-5	7	.	-9	1	-58	-1.8	12	10
CN1CCN(c2ccc(S(=O)(=O)N3CCOCC3)cc2NC(=O)CCc2ccccc2)CC1	-2	-4	3	105	-7	0	5	-2.3	-4	12
COc1ccc(N2CCN(C(=O)Cn3cncn3)CC2)cc1	-3	-1	-1	111	-8	-2	7	-1.3	17	6
COc1ccc(S(=O)(=O)N2CCOCC2)cc1NC(=O)c1ccc(S(=O)(=O)N(C)c2ccccc2OC)cc1	-1	3	-1	96	-5	-2	-3	-3.6	-3	14
C[C@@]12CCC3[C@@](CCC4[C@@]3(C)CCC[C@@]4(C)C(=O)NCc3ccccc3)(CC1=O)C2 (stereo partly drawn)	13	-5	2	94	0	-6	1	2.8	4	-16
C=C(C)c1cccc(C(C)(C)NC(=O)Nc2ccc(C(N)=O)cc2)c1	1	-8	.	103	12	-2	1	1.6	7	-12
CCCNC(=O)c1ccc(N2CCC3(CC2)CC(c2ccccc2)=NO3)c(NC(=O)c2ccco2)c1	4	-5	-2	104	-1	-2	-41	-1.1	-4	7
O=C(O)CSc1nnc(-c2ccc(Cl)cc2Cl)n1-c1ccccc1	0	-8	2	99	-13	-1	0	-2.2	0	10
CCOC(=O)N/N=C\c1cccc(OC)c1	4	-3	0	103	2	-2	8	0.4	-16	-2
CC(=O)NC(C)c1ccc(Cl)c(Cl)c1 (stereo not drawn)	5	1	-4	101	7	-1	1	-0.1	2	1
CC(Cc1cccnc1)NC(=O)c1ccccc1OC1CCN(S(C)(=O)=O)CC1 (stereo not drawn)	-8	0	-3	102	5	-1	7	-1.2	4	6
NC(=O)[C@@H]1CCCN1C(=O)c1cc(COc2ccc3c(c2)CCCC3)on1	2	4	-6	97	-10	1	-4	-2.9	25	16
O=[N+]([O-])c1cc(/C=N/N2CCCCC2)ccc1Cl	1	-7	-3	105	-13	-3	4	2.3	2	-12
COC(=O)c1ccccc1NC(=O)CC#N	2	2	-1	.	3	-3	2	-3.9	23	18
CCOc1ncccc1C(=O)Nc1cc(S(=O)(=O)N2CCCCCC2)ccc1OC	2	8	-6	102	-10	1	1	-2.9	-5	14
NNC(=O)c1ccc(OCC2CC(c3ccc(Cl)cc3)=NO2)cc1 (stereo not drawn)	-1	-2	-1	98	-3	1	-40	3.1	17	-16
CN(/N=C/c1ccncc1)C1=NS(=O)(=O)c2ccccc21	-1	-11	-4	103	-6	4	2	1.0	17	-5
COc1ccc(Cl)cc1NC(=O)CCN1CCN(c2ccccc2C)CC1	1	-2	0	97	-4	-5	9	2.0	-8	-11
Cc1noc(C)c1NC(=O)Nc1cccc2c1O[C@H](CN(C)C(=O)NC1CCCCC1)[C@@H](C)CN([C@H](C)CO)C2=O	-4	-6	-1	97	-2	2	-21	-2.5	-1	14
O=C(CSc1n[nH]c(-c2ccccc2)n1)c1ccccc1	5	-1	1	110	-8	0	-14	-0.3	-3	1
COc1cc(-c2nnc(SCC(=O)NC3CCCC3)n2C)cc(OC)c1O	5	-6	1	102	-2	-1	3	-1.6	-10	9

Just DSG3 Ab inh and Arrestin-AP2 inh, for some of the entries so far:
Structure	DSG3 Ab inh	Arrestin-AP2 inh
O=C(CSc1n[nH]c(-c2ccccc2)n1)c1ccccc1	110	-3
CC(Cc1cccnc1)NC(=O)c1ccccc1OC1CCN(S(C)(=O)=O)CC1 (stereo not drawn)	102	4
C[C@@]12CCC3[C@@](CCC4[C@@]3(C)CCC[C@@]4(C)C(=O)NCc3ccccc3)(CC1=O)C2 (stereo partly drawn)	94	4

The list goes on:
SMILES	HTR5A ag ctr	PKA-R2B activ	V-ATPase pH	DSG3 Ab inh	PKA-R1A act	DAGLB inhibitor	HTR5A inv ctr	MOR-DOR ag	Arrestin-AP2 inh	MOR-DOR inv ag
COc1ccc(NC(=O)CSc2nnc(-c3cccnc3)o2)cc1	0	-8	-2	96	-6	-1	-36	-0.8	19	4
CC(=O)c1ccc(NC(=O)Cn2nc(C)cc2C)cc1	1	-4	0	98	-2	0	-10	-2.0	25	12
CCOc1ccccc1NC(=O)CCNC(=O)Cn1ccc2ccccc2c1=O	-3	-11	0	117	-5	0	8	0.4	-2	-3
CN(CCc1ccccc1)C(=O)c1cccc(NC(=O)Cc2cccc(NC(=O)C3CCCN(C(=O)C4CC4)C3)c2)c1 (stereo not drawn)	1	7	4	92	3	-2	-2	0.0	5	0
CCNC(=O)C(=O)NCC(c1ccc2c(c1)OCO2)N1CCOCC1 (stereo not drawn)	1	0	-3	.	2	0	-2	-1.1	-2	6
Cc1cc(F)ccc1S(=O)(=O)Nc1ccc(C(=O)N2CCCCCC2)cc1	1	-10	-3	.	-5	1	-3	2.4	37	-10
CCN(CC)S(=O)(=O)c1ccc(/C=C/C(=O)NC2CCCCC2)cc1	0	2	3	.	-3	1	0	-1.1	-6	7
CN(C)S(=O)(=O)c1ccc(/C(O)=C2/C(=O)C(=O)N(Cc3cccnc3)C2c2cccs2)cc1 (stereo not drawn)	-4	0	-2	102	-3	2	10	-7.6	-13	40*
COC(=O)CN1C(c2ccccc2O)Nc2ccc(Br)cc2C1c1ccccc1 (stereo not drawn)	5	3	0	97	5	-6	-11	4.4	29	-30
COC(=O)c1c(NC(=O)c2ccco2)sc(C(=O)N(C)C)c1C	-1	0	1	88	-10	-2	3	-1.4	2	7
Cc1cc(Cl)ccc1OCC(=O)N1CCCCC1	-1	-8	-2	98	-2	-3	-18	-0.5	0	3
Cc1cccc2cc(CN(CC3CCCO3)C(=O)c3ccco3)c(=O)[nH]c12 (stereo not drawn)	-1	2	18	.	2	-2	-6	-1.0	5	6
CCOC(=O)c1ccc(NC(=O)c2nc[nH]c2C(=O)NC)cc1	-6	4	2	100	-6	-2	15	-0.3	0	2
CC1(C)CC(=O)C2=C(C1)OC1=C(C(=O)CC(C)(C)C1)C2c1ccccc1	1	8	2	98	-1	-3	-2	0.8	-1	-5
COc1ccc(CCN(C)c2ccc(S(=O)(=O)N3CCCC3)cn2)cc1OC	-3	-6	-2	.	-7	0	9	-3.9	-19	18
Cc1ccc2nc(N(CCN(C)C)C(=O)C3=COCCO3)sc2c1	-3	4	3	118	13	2	3	0.1	-12	-1
CCN(CC(=O)Nc1c(F)cccc1F)C(=O)C1CC1C (stereo not drawn)	3	-6	0	91	-1	3	10	-1.3	-3	8
O=C(Cc1coc2cc3c(cc12)CCC3)OCC(=O)N1CCCC1=O	4	-11	0	113	4	-2	19	1.1	1	-5
Cc1cc(Nc2ccc(O)cc2)n2c(nc3ccccc32)c1C#N	-1	1	2	87	-6	-1	4	3.6	14	-17
O=C(CNC(=O)c1cccs1)NCC(=O)OCc1ccc(Cl)cc1Cl	1	5	1	110	-9	-1	-3	-1.3	34	7
CCOC(=O)C(NC(C)=O)C(=O)O (stereo not drawn)	-2	-3	2	103	7	-3	-7	-1.9	-3	11
COCCNc1ncnc2c1nc1n2CCCC1	2	0	-2	104	-1	-1	-6	-3.7	34	17
O=C(CCNC(=O)c1ccc(Br)cc1)NCC1CCCO1 (stereo not drawn)	4	8	1	104	0	-2	-13	-1.2	0	8
COc1ccc(CNC(=O)c2cc(=O)c3ccc(C)c(C)c3o2)cc1	0	-4	-1	112	1	-2	-1	-0.9	35	4
COc1ccc(F)cc1C(=O)C1CCCN(C(=O)C2=C(C)OCCO2)C1 (stereo not drawn)	4	4	-12	102	6	-3	-4	-0.2	8	1
CCOc1ccc(NC(=O)CN(C)C(=O)CSCc2ccc(C)cc2)cc1OCC	1	-6	-1	107	-7	-2	-4	1.2	1	-8
CCc1nn(CC(=O)NCCN2CCOCC2)c(=O)c2cc3c(OC)cccc3n12	4	-4	-5	.	-2	0	-2	-2.1	5	11

Structures listed so far that contain bromine:
SMILES	HTR5A ag ctr	PKA-R2B activ	V-ATPase pH	DSG3 Ab inh	PKA-R1A act	DAGLB inhibitor	HTR5A inv ctr	MOR-DOR ag	Arrestin-AP2 inh	MOR-DOR inv ag
COC(=O)CN1C(c2ccccc2O)Nc2ccc(Br)cc2C1c1ccccc1 (stereo not drawn)	5	3	0	97	5	-6	-11	4.4	29	-30
O=C(CCNC(=O)c1ccc(Br)cc1)NCC1CCCO1 (stereo not drawn)	4	8	1	104	0	-2	-13	-1.2	0	8
